From PubChem
ERK EGF block: qHTS Assay for Inhibitors of the ERK Signaling Pathway using a Homogeneous Screening Assay; Stimulation with EGF; AID 1454, 2008; 130,000 compounds, 0.41% hits; Potency, µM (doses to about 11.5 µM), for inactives: top-dose activity change, negative = inhibition, most hits filed as inhibitors; HEK293-V1b, EGF-stimulated phospho-ERK AlphaScreen; active means well fitted inhibition curve with a large enough effect; inconclusive means small, poorly fitted or top-dose-only effect, or effect the other way;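 further: plate controls were stimulated vehicle wells for no effect and unstimulated vehicle basal for full effect; nearly all actives have a fitted effect of over 55% in size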
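V1b-HEK293, 1% FBS o/n; cpd 30 min 37C; EGF 25 nM final, 5 min; lyse 10 min; AlphaScreen beads 5 h RT. Normalized DMSO basal vs EGF max; Hill AC50.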
* = called active by the depositor; ? = inconclusive; [ ] = dose if it differs, or a comment. Potency means the concentration at half of the fitted maximal effect. Some of the compounds tested; count on the stated rates, not on these rows.

mol	ERK EGF block
COc1ccc(/C=C/C(=O)Nc2cccc(S(=O)(=O)NC3=NCCCCC3)c2)cc1	1%[57.5 µM]
Cc1c(N/C(=N/S(=O)(=O)c2cc([N+](=O)[O-])ccc2Cl)c2ccccc2)c(=O)n(-c2ccccc2)n1C	-1%[57.5 µM]
CC(=O)Nc1ccc(CN2CCCC(C(=O)c3ccc(C(F)(F)F)cc3)C2)cc1 (configuration not stated)	-2%[57.5 µM]
Cn1/c(=N/N=C/c2ccc(N3CCOCC3)cc2)sc2ccccc21	-1%
CCC(C)NC(=O)COC(=O)c1oc2ccccc2c1CSc1ccc(Cl)cc1 (configuration not stated)	-2%
COc1ccc(C(C)(C)C)cc1NC(=O)COC(=O)c1cc(SC)ccc1Cl	3%
O=S(=O)(/C=C/c1ccccc1)N1CCN(c2nc(-c3ccccc3)nc3ccccc23)CC1	0%
Cc1ccc(CN2C(=O)CCC2C(=O)N2CCN(c3ccccc3)CC2)cc1 (configuration not stated)	-4%

Brought forward from above: 2 entries, followed by the next part.
mol	ERK EGF block
O=S(=O)(/C=C/c1ccccc1)N1CCN(c2nc(-c3ccccc3)nc3ccccc23)CC1	0%
Cc1ccc(CN2C(=O)CCC2C(=O)N2CCN(c3ccccc3)CC2)cc1 (configuration not stated)	-4%
O=C(Nc1nccs1)c1cc(-c2ccco2)nc2ccccc12	6%
CCCn1c(C)nc2c(NCCN3CCCCC3)nc(C)nc21	4%
O=C(C[n+]1ccc(Cc2ccccc2)cc1)Nc1ccc([N+](=O)[O-])cc1Cl	-2%
Nc1ccc(NC(=O)NC2CCCCC2)cc1	0%
COc1cccc(NC(=O)N2CCN(C(=O)C(Cc3ccc(OC)c(OC)c3)NC(C)=O)CC2)c1 (configuration not stated)	-9%
CCOC(=O)c1c(C)[nH]c(C)c1C(=O)CSc1nc2ccccc2n1CC	-9%
O=C(NCCc1ccccc1)C1CCN(C2CCN(Cc3ccc(CO)o3)CC2)CC1	4%
COc1ccc(/C=C/C(=O)NCCNC(=O)c2ccccc2)cc1OC	12%
O=c1ccc2[n+]([O-])c3ccc(O)cc3oc-2c1	16µM*
Cc1cc(NC(=O)CSc2nnnn2Cc2ccccc2)no1	1%
C/C(=N\Nc1ccccn1)c1ccc(S(=O)(=O)NCc2ccco2)cc1	-2%
CCN(CC)C(=O)N1CCN(S(=O)(=O)c2ccccc2)CC1	10%
O=CNNC(=O)c1cccc([N+](=O)[O-])c1	1%
CCC(C)(C)NC(=O)C(c1ccccn1)N(C(=O)c1csnn1)c1ccccc1 (configuration not stated)	2%
O=C(NNC(=O)c1cc2cc(OC(F)(F)F)ccc2[nH]1)c1ccc(Cl)cc1	-2%[57.5 µM]
Cc1noc(C)c1S(=O)(=O)Nc1ccccc1N1CCOCC1	-6%[57.5 µM]
O=C(CNC(=O)c1ccccc1)OC(C(=O)c1ccccc1)c1ccccc1 (configuration not stated)	?
Cc1nc2nc(SCC(=O)O)nn2c(C)c1Cc1ccccc1Cl	-2%
O=[N+]([O-])c1cc(CSC2=NCCN2)ccc1O	0%[57.5 µM]
COc1ccc(C(=O)NNC(=O)c2ccc(S(=O)(=O)N3CCOCC3)cc2)cc1	-3%
CCOc1ccc(/C=C2\SC(N3CCc4ccccc4C3)=NC2=O)cc1	3%
O=C1C(NS(=O)(=O)c2ccccc2)=C(N2CCN(c3ccc(F)cc3)CC2)C(=O)c2ccccc21	25µM*
NC(=O)CC[C@@H]1NC(=O)[C@H](CO)NC(=O)c2cc([N+](=O)[O-])cc(I)c2NCC[C@@H](C(N)=O)NC1=O	6%
CC(C)c1ccc(C(O)P(=O)(OC2CCCCC2)OC2CCCCC2)cc1 (configuration not stated)	-1%[57.5 µM]

Copied from the results shown (2 entries):
mol	ERK EGF block
NC(=O)CC[C@@H]1NC(=O)[C@H](CO)NC(=O)c2cc([N+](=O)[O-])cc(I)c2NCC[C@@H](C(N)=O)NC1=O	6%
CC(C)c1ccc(C(O)P(=O)(OC2CCCCC2)OC2CCCCC2)cc1 (configuration not stated)	-1%[57.5 µM]

The listing continues:
mol	ERK EGF block
O=C(COc1ccccc1F)NCc1nc2ccccc2[nH]1	-1%
O=S(=O)(c1ccc(Cl)cc1)n1c(Cc2ccccc2)nc2ccccc21	0%
Cc1cccc(NC(=S)NCCC(C)C)c1	12%
Cc1ccc(NC(=O)C(C)N2C(=O)c3ccccc3C2=O)nc1 (configuration not stated)	-1%
CCC1C(=O)N(C)CCc2ccccc21 (configuration not stated)	-11%
Cc1nnc(NC(=O)CSc2ncc(-c3ccccc3)[nH]2)s1	-11%[57.5 µM]
C=CCN1C=C2C(=O)C(C)(OC(=O)c3ccc(OC)cc3)C(=O)C(c3ccco3)=C2C=C1CCCC (configuration not stated)	4%[57.5 µM]
CCc1ccc(C(=O)COC(=O)c2n[nH]c3ccccc23)cc1	11%

Taken from above:
In ERK EGF block, `O=C(COc1ccccc1F)NCc1nc2ccccc2[nH]1` is entered as -1%
In ERK EGF block, `O=S(=O)(c1ccc(Cl)cc1)n1c(Cc2ccccc2)nc2ccccc21` is entered as 0%
In ERK EGF block, `CCC1C(=O)N(C)CCc2ccccc21` (configuration not stated) is entered as -11%
In ERK EGF block, `CCc1ccc(C(=O)COC(=O)c2n[nH]c3ccccc23)cc1` is entered as 11%
In ERK EGF block, `Cc1nnc(NC(=O)CSc2ncc(-c3ccccc3)[nH]2)s1` is entered as -11%[57.5 µM]

Next entries follow:
mol	ERK EGF block
COc1cccc2c1OCC(CN1CCN(Cc3ccccc3)C(CCO)C1)=C2 (configuration not stated)	0%
Cc1ccc(C(=O)Nc2cc([N+](=O)[O-])ccc2C)cc1	-8%
CC(C(=O)NCc1cccnc1)N1C(=O)c2ccccc2C1=O (configuration not stated)	1%
CCC1=C(OC(=O)N(CC)CC)N2C(=O)OC(=NCCOC)[C@]2(C)[C@H]2C1=CC[C@H]1C(=O)N(CC(=O)OC)C(=O)[C@H]12	7%
CCc1ccc(NC(=O)Cc2c(C(=O)O)n(C)c3ccccc23)cc1	1%
N/C(=N\OC(=O)CCCOc1ccccc1)c1cccc(Br)c1	-12%
CC1(C)C(=O)CC[C@]2(C)C3C(=O)C=C4[C@H]5C[C@@](C)(C(=O)O)CC[C@]5(C)CC[C@]4(C)[C@]3(C)CC[C@@H]12 (some centres not stated)	-6%[57.5 µM]
Cc1ccc2[nH]c(=O)c(CN(Cc3cccnc3)Cc3nnnn3CC3CCCO3)cc2c1 (configuration not stated)	-9%[57.5 µM]
N#Cc1ccccc1NC(=O)c1ccc2c(Cl)c3c(nc2c1)CCCC3	4%
O=C(N/N=C/c1ccccc1)c1n[nH]c2c1CCCC2	7%
C[C@@H]1C(=O)O[C@@H]2[C@H](O)C34[C@H]5C[C@@H](C(C)(C)C)C36[C@H](OC(=O)[C@@H]6O)OC4(C(=O)O5)[C@@]12O (some centres not stated)	-2%
O=C(/C(=C(\[O-])c1ccccc1)[n+]1ccc2ccccc2c1)c1ccc(Cl)cc1	15%
O=C(Nc1ccccc1-c1nc2ccccc2s1)C1=COCCO1	2%
CC(C)c1ccccc1NC(=O)COC(=O)c1c2c(nc3ccccc13)CCN(Cc1ccccc1)C2	-2%
CC(C)(C)c1ccc(/C=C/C(=O)NC2CCS(=O)(=O)C2)cc1 (configuration not stated)	-10%
O=C(CSc1cccc[n+]1[O-])N1CCCCCC1	0%
CN(c1ccc(OCC(=O)NCc2cccnc2)cc1)S(=O)(=O)c1ccc(Cl)cc1	1%
CCCCC/C=C\C/C=C\C/C=C\C/C=C\CCCC(=O)O[C@@H](CO)COCCCCCCCCCCCCCCCC	-12%
Cc1nc2c(C)cccc2c2c1CCS2	4%[57.5 µM]
O=C1c2ccccc2C(=O)c2c(O)ccc(O)c21	-11%
Cc1ccc(SCC(=O)NC(=O)NCCC(C)C)c(C)c1	-1%
Cc1cnc(C(=O)Oc2c(C)ccc(C)c2C)cn1	-2%
Cc1ccc(Nc2nc(Cl)c(C=O)s2)cc1	-8%[57.5 µM]
Cc1ccc(SCc2cc(=O)[nH]c(Nc3nc(C)c4ccccc4n3)n2)cc1	15%
Cc1ccc(NC(=O)COC(=O)CN2C(=O)c3ccccc3C2=O)cc1S(=O)(=O)N(C)C	2%
Cc1ccc(NC(=O)CN(C)C(=O)c2n[nH]c(=O)c3ccccc23)cc1	-2%
O=C(CSC1=NCCN1)NC(c1ccccc1)c1ccccc1	11%
CCOc1ncccc1C(=O)Nc1ncc(C)s1	1%
COCCNc1nnnc2c1sc1nc(N3CCOCC3)c3c(c12)CCCC3	?
Cc1cccc(C(=O)NC(=S)NCc2cccnc2)c1	2%
CC(C)CC(NC(N)=O)C(=O)NCCc1ccc(Cl)cc1 (configuration not stated)	-1%
OC(COCc1ccc2c(c1)OCO2)CN1CCCCC1 (configuration not stated)	5%
Cc1ccc2nc(-c3ccco3)c(Nc3ccccc3)n2c1	-2%
COc1ccc(Oc2ncc3nc(-c4cccs4)c(=O)n(-c4ccccc4)c3n2)cc1	1%
CCOC(=O)N1CCN(C(=O)CCl)CC1	-7%
NS(=O)(=O)c1ccc(CCNC(=O)CSc2ccc3ccccc3c2)cc1	-1%
CCC(c1nnc(SCC(=O)N2CCOCC2)n1C1CCCCC1)N(C)C (configuration not stated)	18%[57.5 µM]
CC(C)(C)NC(=O)C(=O)NNC(=O)c1cccc(Br)c1	-3%
CSc1nc(O)c(C(c2cccc([N+](=O)[O-])c2)c2c(O)nc(SC)[nH]c2=O)c(=O)[nH]1	-6%
COc1ccc(C(=O)CSc2[nH]c(=O)cc(C(F)(F)F)c2C#N)cc1	8%[57.5 µM]
CCOc1ccc(-c2cn3ccccc3n2)cc1	?
Cc1cc(C)c(NC(=O)c2sc3nc(C)[nH]c(=O)c3c2C)c(C)c1	-9%[57.5 µM]
O=C(CC1(O)C(=O)Nc2cc(Cl)cc(Cl)c21)c1ccncc1 (configuration not stated)	1%
Cn1cnc(NCc2ccccc2)c1[N+](=O)[O-]	7%[57.5 µM]
COc1ccccc1-c1cncnc1NCCc1cnc[nH]1	10%
O=c1[nH]nc(-c2ccccc2)c2ccccc12	24%[57.5 µM]
COc1ccc(Cl)cc1/C=C(\C#N)C(N)=O	0%
O=C(CC(CC(=O)c1ccc(Br)cc1)c1cccnc1)c1ccc(Br)cc1	-5%[57.5 µM]
COc1ccc(C)cc1S(=O)(=O)Nc1ccc(F)c(Cl)c1	-12%
Cc1cc(C)n(-c2ncccc2[N+](=O)[O-])n1	-5%[57.5 µM]
O=C1OCC/C1=C\OCCCO/C=C1\CCOC1=O	-3%[57.5 µM]
COc1ccc(NC(=S)Nc2ccccn2)cc1	-5%[57.5 µM]
O=C(CNc1ccc2ccccc2c1)N/N=C/c1ccc(OC(=O)/C=C/c2ccco2)cc1	0%
CC(NC(=O)CC1Sc2ccccc2NC1=O)c1ccccc1 (configuration not stated)	21%
CC(Sc1ncc(C(F)(F)F)cc1Cl)C(=O)NCC1CCCO1 (configuration not stated)	4%[57.5 µM]
Cc1cc(C(=O)COc2ccc3ccc(=O)oc3c2)c(C)n1C	-9%

The results go on.
mol	ERK EGF block
CC(=O)N1CCC2(CC1)CN(Cc1cc(C(F)(F)F)cc(C(F)(F)F)c1)C2	-6%
Nc1ncnc(NC2CCS(=O)(=O)C2)c1[N+](=O)[O-] (configuration not stated)	-3%[57.5 µM]
COC(=O)c1nnn(-c2ccc(F)c(Cl)c2)c1C(=O)OC	-1%
CC(/C=C/c1ccccc1)=N/NC(=O)C(O)c1ccccc1 (configuration not stated)	6%
CCOC(=O)N1CCN(C(=O)c2cn(CC)c3ccc(S(=O)(=O)N4CC(C)CC(C)C4)cc3c2=O)CC1 (configuration not stated)	-1%
CCOC(=O)N1CCN(C(=O)COc2ccccc2Cl)CC1	0%
CNC(=S)N/N=C(\C)c1ccc(Cl)s1	-11%
Cc1nnc(SCC(=O)N2CCN(c3ccccc3)CC2)n(N)c1=O	3%

Given with each value named: 2 of the compounds above
smiles: CCOC(=O)N1CCN(C(=O)c2cn(CC)c3ccc(S(=O)(=O)N4CC(C)CC(C)C4)cc3c2=O)CC1 (configuration not stated)
  ERK EGF block = -1%

smiles: CC(=O)N1CCC2(CC1)CN(Cc1cc(C(F)(F)F)cc(C(F)(F)F)c1)C2
  ERK EGF block = -6%

Other structures.
mol	ERK EGF block
CN(Cc1ccccc1)S(=O)(=O)c1cccc(C(=O)O)c1	8%
Cc1ccccc1OCC(=O)NNC(=O)CCc1ccccc1	2%
CCOC(=O)/C(C#N)=C/c1ccc(SC)cc1	-8%
O=C(COC(=O)c1cc2c(s1)CCCC2)Nc1ccc(Cl)cn1	8%
COc1ccccc1/C=C1\Oc2cc(OC(=O)N3CCOCC3)ccc2C1=O	-4%[57.5 µM]
CCOC(=O)C1CCN(Cc2cc(C(C)C)c(O)c(C(C)C)c2)CC1	-6%
CC(=O)OCC1=C(C(=O)O)N2C(=O)C(NC(=O)c3ccc(COc4cccc(Cl)c4Cl)o3)C2SC1 (configuration not stated)	12%
Cc1cc(C)cc(N(CC(=O)NC2CCCC2)C(=O)C2(C)CC(=O)N=C3C=CC=CN32)c1 (configuration not stated)	-3%
Cc1ccc(-c2csc(NC(=O)c3ccc(C)o3)n2)cc1	-6%
Cc1c(Cc2ccc3c(c2)OCO3)sc(NC(=O)c2ccc3ccccc3c2)c1C(N)=O	2%
COc1ccc(/C(N)=N/OC(=O)CCc2ccccc2)cc1OC	-6%
COCCNC(=O)/C(C#N)=C/c1cc(C)n(-c2ccc(C)cc2)c1C	5%
COC/C=C/C1=CC2=CC(=O)C(C)(OC(=O)c3cnc4ccccc4n3)C(=O)C2=CN1CCCOC(C)C (configuration not stated)	-4%[57.5 µM]
Cc1ccc2[nH]c(=O)c3cc(C(=O)NCCN4CCN(C)CC4)sc3c2c1	-10%
Cc1[nH]n(-c2ncc(-c3ccccc3)s2)c(=O)c1C(c1ccc(Cl)cc1)C(C#N)C#N (configuration not stated)	-5%
